Screening results: PubChem, The Scripps Research Institute Molecular Screening Center
OXTR potentiator: human OXTR potentiators, primary screen, fluorescence, CHO-OTR cells, Fluo-8 calcium; 320,000 compounds, 0.061% hits; activation, % at 3 µM; Oxytocin receptor (Homo sapiens), P30559; AID 2445, 2010; Fluo-8 calcium fluorescence, potentiator mode; 0% = oxytocin EC15, 100% = EC100;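 active means activation above that plate's cutoff, the mean activation of tested compounds plus 3 SD, cut at about 6.6% in these data, passing the limit was not always enough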;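 further: 100% uses oxytocin at 75 nM as the full agonist control; some results filed as inactive read as strong as hits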
Target sequence (P30559 whole entry, looked up): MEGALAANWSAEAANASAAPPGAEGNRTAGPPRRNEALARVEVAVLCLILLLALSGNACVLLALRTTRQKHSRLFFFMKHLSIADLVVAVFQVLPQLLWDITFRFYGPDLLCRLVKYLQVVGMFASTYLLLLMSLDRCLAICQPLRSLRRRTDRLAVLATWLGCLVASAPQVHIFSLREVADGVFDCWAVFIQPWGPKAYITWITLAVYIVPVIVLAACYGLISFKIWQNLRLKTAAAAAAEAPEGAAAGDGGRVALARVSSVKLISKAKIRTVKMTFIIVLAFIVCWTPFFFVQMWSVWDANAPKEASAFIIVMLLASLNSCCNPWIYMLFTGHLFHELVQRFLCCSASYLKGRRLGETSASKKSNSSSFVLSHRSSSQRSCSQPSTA
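Assay system: CHO cell line stably expressing human OTR. Reagent: EC15 oxytocin agonist. Dosing: single dose, 3.0 µM nominal final compound concentration. Timing: compound 6 min at room temperature before oxytocin, 100 s read. Signal: kinetic Fluo-8 calcium fluorescence. Controls: oxytocin EC15 low and EC100 high.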
M4 ag: human M4 muscarinic receptor agonists, primary screen, CHO-K1 cells, Fluo-8 calcium fluorescence; Muscarinic acetylcholine receptor M4 (Homo sapiens), P08173; CHO-K1 hM4/Gqi5; vehicle 0%, full acetylcholine response 100%; activation, % at 3 µM; 360,000 compounds, 0.14% hits; AID 624127, 2012;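 active means activation above the run mean over all test wells plus 3 SD, cut at about 32% in these data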;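 further: peak over basal fluorescence ratio per well then scaled between controls; 0% = DMSO wells and 100% = acetylcholine at EC100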
M4 antag: human M4 muscarinic receptor antagonists, primary screen, CHO cells, Fluo-8 calcium fluorescence; Muscarinic acetylcholine receptor M4 (Homo sapiens), P08173; CHO-hM4 cells, ACh EC80; inhibition, % at 3 µM; 360,000 compounds, 0.73% hits; AID 624125, 2012;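 active means inhibition above its plate's cutoff, the mean inhibition of sample wells plus 3 SD, cut at about 27% in these data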;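 further: 0% = acetylcholine EC80 with DMSO and 100% = DMSO without agonist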
CHO-K1 Ca antag: M1 antagonist counterscreen hit in parental CHO-K1 cells | AID 602250 | inhibition, % at 3 µM | 360,000 compounds, 0.6% hits | ATP-induced calcium, Fluo-8 fluorescence;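 active means inhibition above a per-plate cutoff, the plate's mean sample inhibition plus 3 SD, cut at about 24% in these data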;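 further: 0% = DMSO plus EC80 ATP and 100% = DMSO alone without ATP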
CHO parental Ca: ATP-evoked calcium signal inhibitors, parental CHO, primary screen, counter-screen for OX1R antagonist project, cell-based, fluorescence, Fluo-8 calcium dye | parental CHO-K1, ATP-induced calcium, Fluo-8 fluorescence | AID 463079, 2010 | inhibition, % at 5.6 µM | 330,000 compounds, 0.63% hits;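 active means inhibition above that plate's mean sample inhibition plus 3 SD, cut at about 26% in these data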;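 further: 0% = ATP-challenged DMSO wells and 100% = DMSO wells without ATP; some compounds past the cut are filed as inactive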
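Test system: untransfected parental CHO cell line. Compound: one dose, 5.6 µM nominal. Detection: intracellular calcium via Fluo-8 no-wash fluorescent dye. Measure: % inhibition. Benchmarks: ATP-challenged DMSO wells low, unchallenged DMSO wells high.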
M1 ag: human M1 muscarinic receptor agonists, primary screen, Fluo-8 calcium fluorescence, CHO-K1 cells, HTS; Muscarinic acetylcholine receptor M1 (Homo sapiens), P11229; CHO-K1 hM1, agonist mode; 0% DMSO, 100% acetylcholine EC100; activation, % at 3 µM; 360,000 compounds, 0.33% hits;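 active means activation above the run's mean compound activation plus 3 SD, cut at about 16% in these data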;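 further: peak over basal fluorescence ratio within a 140 s kinetic read after compound addition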
Target sequence (P11229 whole entry, looked up): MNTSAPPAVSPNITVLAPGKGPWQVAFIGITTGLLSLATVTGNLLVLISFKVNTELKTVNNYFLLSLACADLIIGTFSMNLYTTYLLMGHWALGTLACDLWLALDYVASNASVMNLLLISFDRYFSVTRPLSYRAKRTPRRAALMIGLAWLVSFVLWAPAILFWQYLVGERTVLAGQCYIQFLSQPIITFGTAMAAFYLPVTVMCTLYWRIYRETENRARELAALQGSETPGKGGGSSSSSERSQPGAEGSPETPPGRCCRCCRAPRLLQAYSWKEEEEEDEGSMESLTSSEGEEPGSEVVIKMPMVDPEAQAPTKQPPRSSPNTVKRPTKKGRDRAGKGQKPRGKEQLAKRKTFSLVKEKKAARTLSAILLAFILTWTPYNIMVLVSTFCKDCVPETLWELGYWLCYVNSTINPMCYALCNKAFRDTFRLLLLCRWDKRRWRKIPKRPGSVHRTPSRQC
M1 antag: human M1 muscarinic receptor antagonists, primary screen, CHO-K1 cells, Fluo-8 calcium fluorescence, 1536-well | AID 588852, 2011 | inhibition, % at 3 µM | Muscarinic acetylcholine receptor M1 (Homo sapiens), P11229 | CHO-K1 hM1, ACh EC80 antagonist | 360,000 compounds, 1.3% hits;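 active means percent inhibition above its own plate's cutoff, namely the mean of that plate's compound wells plus 3 SD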;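 further: peak over basal fluorescence ratio during 140 s after agonist addition; 0% = ACh EC80 plus DMSO and 100% = DMSO alone without agonist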
CHO-K1 Ca ag: counter-screen for M1 agonists: effect in parental CHO-K1 cells | Fluo-8 calcium fluorescence; scaled to maximal ATP response, vehicle zero | AID 602248, 2012 | 360,000 compounds, 0.48% hits | activation, % at 3 µM; in the data active means activation above about 15%;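 further: untransfected CHO-K1 host cells lacking M1 receptor as counterscreen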
M1 PAM: human M1 muscarinic receptor positive allosteric modulators, primary screen, CHO-K1 cells, Fluo-8 calcium fluorescence, 1536-well; 360,000 compounds, 0.088% hits; CHO-K1 hM1, ACh EC20; 0% = ACh EC20, 100% = maximal ACh; activation, % at 3 µM; Muscarinic acetylcholine receptor M1 (Homo sapiens), P11229; in the data active means activation above about 19%, passing the limit was not always enough
An asterisk follows results filed as active; . = no result given.

SMILES	OXTR potentiator	M4 ag	M4 antag	CHO-K1 Ca antag	CHO parental Ca	M1 ag	M1 antag	CHO-K1 Ca ag	M1 PAM
COc1ccc(NC(=O)c2ccccc2)cc1NS(=O)(=O)c1ccc(F)cc1	-6	3	3	0	-19	-5	-3	2.2	10
CCN(C(=O)CN1C(=O)S/C(=C\c2ccccc2OC)C1=O)C1CCS(=O)(=O)C1 (stereo not given)	-15	2	-10	-6	-16	-5	3	1.2	-1
CN(C(=O)COC(=O)c1cccs1)c1ccccc1	.	1	0	-3	.	-1	-4	0.4	5
CCOC(=O)c1c(C)[nH]c(C(=O)OC(C)C(=O)Nc2ccc(C)cc2)c1C (stereo not given)	.	1	-4	3	.	-4	-3	0.3	-1
Cc1cc(NC(=O)CSc2nc3ccccc3n2CC(C)C)no1	-22	0	-5	-7	-26	-15	0	0.1	3
CCOC(=O)c1sc(NC(=O)C2C3C=CC(C3)C2C(=O)O)nc1C (stereo not given)	-1	0	2	-12	1	-4	-9	0.0	8
CN(Cc1ccccc1)C(=O)CCC1CCN(C(=O)CC2=CCCCC2)CC1	.	7	-10	-3	.	-1	4	2.0	0
CCOC(=O)Nc1ccc(C(=O)/C=C/c2ccccc2)cc1	-5	1	-6	-15	12	-4	-10	0.6	0
CCNC(=O)NC(=O)C(C)Oc1ccc(C(=O)OC)cc1 (stereo not given)	-15	0	5	3	-11	-2	-13	0.2	11
CCC(=O)Nc1cccc(NC(=O)CSc2nnnn2C2CCCC2)c1	-7	2	0	-16	-18	-1	-2	0.7	-1
CC(C)[C@H](CO)N(Cc1cccc(F)c1)c1nc(Nc2cccc(Cl)c2)c2ncn(C(C)C)c2n1	-5	10	22	8	37*	7	20	4.3	6
COc1ccccc1S(=O)(=O)Cc1ccc(C(=O)NCCN2CCCCCC2)o1	-3	2	11	-9	2	-14	10	-0.3	-17
O=C(O)C(Cc1cc(Cl)ccc1Cl)Sc1nc2ccccc2[nH]1 (stereo not given)	1	0	5	-7	-7	-3	8	-0.2	-3
CCCCCCn1c(SCC(C)C)nc2c1c(=O)[nH]c(=O)n2C	-3	0	-3	-7	-17	-4	-12	0.2	9
COc1cc(OC)cc(-n2nc(C(=O)N3CC(C)CC(C)C3)c3ccccc3c2=O)c1 (stereo not given)	-4	0	-5	-6	-11	-8	7	0.4	-1
COCC(=O)Nc1nnc(SCC(=O)N2CCCCC2)s1	-8	2	1	-11	-2	-2	-17	0.9	12
O=c1[nH]cnc2c1cnn2Cc1ccccc1Cl	.	7	2	-8	.	-3	-3	3.2	4
Cc1cc(=O)[nH]c2c1c(C)nn2-c1ccccc1	0	0	-4	0	-8	1	-12	0.5	15
CCC(=O)c1ccc(OCC(=O)OCc2csc(CC(=O)Nc3ccccc3C)n2)cc1	.	15	0	11	.	1	-9	4.9	-1
Cc1ccccc1NC(=O)C1CCCN1C(=O)NC1CCCCC1 (stereo not given)	-1	0	4	1	-6	-2	-1	1.8	2
O=C(/C=C/c1ccccc1[N+](=O)[O-])NCC1CCCO1 (stereo not given)	2	2	-6	-16	-13	-2	-7	3.5	4
COc1ccc(-c2nc(C(=O)O)cs2)cc1OC	-5	2	-19	7	-1	0	-3	-0.1	7
COc1ccc(-c2cc(C(=O)O)c(C)o2)cc1OC	-4	0	5	3	-2	-4	1	0.7	2
CSc1nc(C)c2cc(C)oc2n1	4	0	8	-15	-10	-4	-26	0.6	10
COC(=O)c1ccc(NC(=O)Nc2ccc(F)c(Cl)c2)cc1	-12	25	9	17	41*	7	32*	15*	-19

Among those listed so far, four contain a Cl atom.
SMILES	OXTR potentiator	M4 ag	M4 antag	CHO-K1 Ca antag	CHO parental Ca	M1 ag	M1 antag	CHO-K1 Ca ag	M1 PAM
CC(C)[C@H](CO)N(Cc1cccc(F)c1)c1nc(Nc2cccc(Cl)c2)c2ncn(C(C)C)c2n1	-5	10	22	8	37*	7	20	4.3	6
O=C(O)C(Cc1cc(Cl)ccc1Cl)Sc1nc2ccccc2[nH]1 (stereo not given)	1	0	5	-7	-7	-3	8	-0.2	-3
O=c1[nH]cnc2c1cnn2Cc1ccccc1Cl	.	7	2	-8	.	-3	-3	3.2	4
COC(=O)c1ccc(NC(=O)Nc2ccc(F)c(Cl)c2)cc1	-12	25	9	17	41*	7	32*	15*	-19

Continuation:
SMILES	OXTR potentiator	M4 ag	M4 antag	CHO-K1 Ca antag	CHO parental Ca	M1 ag	M1 antag	CHO-K1 Ca ag	M1 PAM
Cc1ccc(OCC(=O)Nc2ccon2)c([N+](=O)[O-])c1	-6	0	1	5	-7	-1	-9	0.7	14
COc1ccc(-c2c[n+](CC(=O)c3cccs3)c3n2CCC3)cc1	1	0	-4	17	-5	-7	-3	-0.3	6
O=C(NCC1CCCO1)C1CCCN(c2ncccn2)C1 (stereo not given)	-9	0	12	-2	-5	-5	-2	0.1	2
COc1ccc(-c2nnn(CC(=O)N(CCN3CCOCC3)C(C(=O)NC3CCCC3)c3ccco3)n2)cc1 (stereo not given)	-9	-2	-4	5	-13	-8	7	0.0	-7
O=C(O)CCN1C(=O)c2ccc(NC(=O)c3cccs3)cc2C1=O	6	0	-1	0	-1	-5	3	7.5	9
CC(Nc1nc(-c2cccc(Br)c2)cs1)c1nc2cc(Cl)c(N3CCCCC3)cc2n1CCOCCO (stereo not given)	3	1	-11	-16	-33	-3	-4	0.3	6
COc1ccc(N(C(C)C(=O)N/N=C/c2ccc(OCC(C)C)cc2)S(C)(=O)=O)cc1 (stereo not given)	-8	3	-4	-7	-27	-8	5	0.8	-2
COc1cc2c(cc1OC)C(c1ccc3c(c1)Cc1ccccc1-3)OC(=O)C2 (stereo not given)	.	3	9	-12	.	0	2	1.8	-5
CCCc1cc(=O)[nH]c(SCC(=O)c2c(N)n(CC(C)C)c(=O)n(C)c2=O)n1	-5	0	-11	-7	-12	1	-9	1.7	4
Cc1cc2oc(=O)cc(CN3CCC(C)CC3)c2cc1C	-7	-1	3	-5	-20	-4	-8	-0.2	4
O=C(N/N=C/c1cc([N+](=O)[O-])ccc1O)c1cccc(N2CCCC2=O)c1	0	3	4	11	-17	-1	0	4.7	5
CCCCOc1ccc(-c2ncc(Cl)cn2)cc1	0	2	-9	-14	-8	3	-10	0.1	7
N#CCCn1cc(C=C(C#N)C#N)c(-c2ccc(-c3ccccc3)cc2)n1	-9	3	6	-2	8	-5	-1	0.8	1
Cc1ccc(C)c(-n2nnnc2SCC(=O)NCC2CCCO2)c1 (stereo not given)	-8	2	-13	-3	11	-2	-3	-0.1	4
CC(C)CC(=O)NC(=S)Nc1ccc(Cl)cn1	2	-2	9	-3	-10	-12	5	-0.4	-7
O=C(N=C1SC2CS(=O)(=O)CC2N1c1ccc(Br)cc1Cl)C1CC1 (stereo not given)	-12	2	-1	-18	-11	-1	0	1.4	2
CCCCCCCC(=O)NNC(=O)c1c(O)c2ccccc2[nH]c1=O	-1	1	-5	-11	-3	-2	-16	0.4	7
CCCN(CCC)C(=O)c1oc2ccccc2c1NC(=O)Cc1cccc(OC)c1	-14	1	-8	5	-35	-6	-9	-0.9	11
COc1ccc(Cl)cc1-c1csc(N)n1	-4	0	19	-5	-9	-2	2	-1.1	0
Cc1nc(SCC(=O)Nc2ccc(N3CCOCC3)cc2)nc(C)c1C	-13	1	8	-1	-15	1	-8	0.0	8
C/C(=N\Nc1ccccc1[N+](=O)[O-])c1ccc(N2CCOCC2)cc1	-21	1	4	-21	-7	-1	2	0.4	3
CCN1C(=O)/C(=C/C=C2/Sc3ccccc3N2CCO)SC1=S	-32	4	12	-9	3	2	2	3.8	3
O=C(CN1CCc2ccccc21)NC(c1ccccc1)c1ccccc1	-3	-1	-2	6	-14	-2	-2	0.0	3
Cc1ccccc1NC(=O)CCC(=O)N/N=C/c1cccnc1	-4	1	1	-13	-4	-3	-3	0.4	7
CCCCOc1ccc(N2C(=O)CC(NCCc3ccc(S(N)(=O)=O)cc3)C2=O)cc1 (stereo not given)	2	1	0	-11	-3	-2	-3	0.0	3
Later entries:
SMILES	OXTR potentiator	M4 ag	M4 antag	CHO-K1 Ca antag	CHO parental Ca	M1 ag	M1 antag	CHO-K1 Ca ag	M1 PAM
O=C(NCC1CCCO1)c1ccc(CS(=O)(=O)c2ccc(Cl)cc2)o1 (stereo not given)	-2	1	-9	-11	-2	-1	-5	0.1	1
COCCOC(=O)c1c(C)oc2ccc(OS(C)(=O)=O)cc12	-13	1	-10	8	-10	-1	14	0.7	-3
CC1(C)CC(=O)C=C(c2cccc3c2Oc2ccccc2S3)C1	2	0	-12	-10	-44	-4	5	-0.1	4
COc1ccccc1C1CCN(C(=S)Nc2ccc(Br)cc2)CC1	-14	2	14	11	-9	-4	20	1.6	-7
Cc1ccc(-c2csc(NC(=O)c3cccc(S(=O)(=O)N4CCN(C)CC4)c3)n2)cc1	-5	11	2	1	-2	-2	-13	1.3	-4
O=C(N/N=C\c1ccc(OCC(=O)N2CCCC2)cc1)C(=O)Nc1ccccc1F	3	5	6	-13	-3	1	-10	5.3	11
CCC(c1nc2ccccc2[nH]1)N(CCCn1ccnc1)C(=O)c1ccc(C(F)(F)F)cc1 (stereo not given)	.	0	6	-10	.	-7	-20	-0.1	3
COC(=O)Cc1ccc(NC(=S)NCCCO)cc1	-4	0	10	-6	-3	-2	-11	0.2	16
CCCNCc1cc(OC)c(OCCC)cc1Cl	8	1	2	-3	-12	-3	-6	-0.2	5
COc1ccc(Br)c(C(=O)OCc2cc(=O)oc3cc(C)ccc23)c1	3	0	6	-12	-2	-6	2	0.5	6
CSc1ccc(CN(C)C(=O)c2cccc(S(=O)(=O)NCc3ccccc3)c2)cc1	-11	13	8	-14	14	0	-2	12	-3
Cc1nn(-c2ccccc2Cl)c2sc(C(=O)Nc3nnc(C4CC4)s3)cc12	-2	1	-7	13	-9	-3	2	0.2	-10
Nc1nc(SCC(=O)Nc2ccc(Cl)c([N+](=O)[O-])c2)n[nH]1	-6	1	12	-9	-5	-4	1	0.8	0
CCOC(=O)c1ccc(NC(=O)Cn2cnc(S(=O)(=O)N3CCCC3)c2)cc1	-6	1	0	-8	2	-2	-9	-0.1	8
CCOC(=O)C1=C(C)N(CCCC(=O)O)C(=O)NC1c1ccccc1OS(=O)(=O)c1ccccc1[N+](=O)[O-] (stereo not given)	-5	2	6	-5	-8	-7	5	0.3	1
CN1CCN(C2=NCCO2)CC1	.	1	-3	-14	.	-6	-2	1.8	4
O=C1c2ccccc2C(=O)N1CCc1csc(NNc2nc(CCN3C(=O)c4ccccc4C3=O)cs2)n1	-5	1	-1	-14	-13	-2	1	0.4	6
Cc1noc(COc2ccccc2OCc2onc(C)c2Cl)c1Cl	-16	-1	-10	-6	-14	-4	-5	0.0	-1
